KB-V1 cytotox: kills drug-selected multidrug resistant KB-V1 cells; KB-V1 MDR cells viability, CellTiter-Glo, 72 h; AID 1347076; actives 3.4% (n = 400,000); Potency, µM (doses to about 46.1 µM), for the others: at the highest dose activity change, negative = cytotoxicity, hits mostly cytotoxic; further: potency means the concentration at half of the fitted maximal effect; on the % scale 0 is the no-effect control and ±100 the full control effect; nearly all actives have a fitted effect of over 60% in size
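Cytotoxicity via CellTiter-Glo luminescence after 72 h compound exposure at 37 degrees C. Cells: drug-selected KB-V1 line, DMEM phenol-red free plus 10% FBS. Compounds tested at multiple concentrations; normalized data fitted to concentration-effect curves.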
IL-1B inflam inh: inhibitors of inflammasome signaling (IL-1 beta secretion). THP-1 LPS/ATP IL-1B secretion, AlphaLISA, 16 h; hits give low values. activity change, % at 57.5 µM. actives 4.7% (n = 360,000). AID 743279; in the data active means activity change below about -50%; inconclusive means mostly about -30% to -49%; further: on the % scale 0 is the no-effect control and ±100 the full control effect
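THP-1 cells pretreated 1 hr with compounds (up to 57.5 uM final), then stimulated with LPS (250 ng/mL final) plus ATP (1.25 mM final); secreted IL-1B measured by AlphaLISA after 16 hr, decreased signal indicating inhibition.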
MCF10A rereplic: DNA re-replication induction in MCF 10a cells; AID 624296; MCF 10A DNA re-replication, Hoechst nuclear intensity, 48 h; Potency, µM (series often up to 46.1 µM), for inactives: at the highest dose activity, positive = re-replication, hits mostly activators; actives 2.9% (n = 350,000); further: potency means the concentration at half of the fitted maximal effect; % of control where 0% means no effect; nearly all actives have a fitted effect of over 50% in size
KB-3-1 cytotox: kills parental KB-3-1 adenocarcinoma cells; KB-3-1 viability, CellTiter-Glo ATP luminescence, 72 h; Potency, µM (series often up to 46.1 µM), inactives show at the highest dose activity change, negative = cytotoxic, hits mostly cytotoxic; actives 1.4% (n = 400,000); AID 1347075; further: potency means the concentration at half of the fitted maximal effect; on the % scale 0 is the no-effect control and ±100 the full control effect; nearly all actives have a fitted effect of over 60% in size
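Luminescent ATP read-out (CellTiter-Glo) measures survival of drug-naive KB-3-1 cells after 72 h compound exposure at 37 °C. Titration series was screened from lowest to highest concentration, with DMSO vehicle plates as background controls.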
HT1080NT lethal: kills 2HG-producing HT-1080-NT fibrosarcoma cells; actives 1.6% (n = 360,000); AID 686970; Potency, µM (top dose mostly 46.1 µM), for inactives: at the highest dose activity, negative = less viability, hits mostly cytotoxic; HT-1080-NT fibrosarcoma viability, CellTiter-Glo ATP luminescence, 48 h;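 further: NT is the 2HG producing partner of a matched IDH1 knockdown line; potency means the concentration at half of the fitted maximal effect; 0% = DMSO-treated cells and -100% = media-only wells without cells; nearly all actives have a fitted effect of over 55% in size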
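Viability by CellTiter-Glo luminescence after 48 h compound exposure at 37C of HT-1080-NT cells (750/well, RPMI, 5% FBS). % activity scaled between DMSO wells and medium-only wells, then curve-fitted and categorized by curve class.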
ATXN2 expr inh: inhibitors of ATXN2 expression. actives 0.72% (n = 360,000). Potency, µM (titrated, usually from 57 µM), for the others: at the highest dose activity change, negative = inhibition, most hits filed as inhibitors. HEK-293 ATXN2-luciferase reporter, luminescence, 24 h. AID 1745845; further: potency means the concentration at half of the fitted maximal effect; on the % scale 0 is the no-effect control and ±100 the full control effect; nearly all actives have a fitted effect of over 55% in size
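qHTS (up to 57 uM final) was run with 24 h compound exposure of reporter cells at 37 °C. Each well was multiplexed: SteadyGlo luminescence measured ATXN2-luciferase expression after a fluorogenic Gly-Phe-AFC viability readout (25 uM final).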
HT1080 IDH1KD tx: kills HT-1080 cells with IDH1 knockdown. AID 686971. HT-1080 IDH1 knockdown viability, ATP luminescence, 48 h. actives 2% (n = 360,000). Potency, µM (titrated, usually from 46.1 µM), inactives show top-dose activity, negative = toxicity, usual class: cytotoxic;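 further: potency means the concentration at half of the fitted maximal effect; 0% = DMSO wells and -100% = cell-free medium wells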
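Using the IDH1-knockdown HT-1080 line run in the same batch and compound series as the NT line, viability after 48 h at 37 °C was determined by CellTiter-Glo luminescence and expressed as % activity.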
WRN inhibitor: WRN helicase (human) inhibition | Potency, µM (doses to about 114 µM), without a hit: at the highest dose activity change, negative = inhibition, most hits filed as inhibitors | WRN helicase unwinding, fluorescent forked duplex, kinetic | Q14191 | actives 0.46% (n = 360,000); further: potency means the concentration at half of the fitted maximal effect; on the % scale 0 is the no-effect control and ±100 the full control effect; nearly all actives have a fitted effect of over 55% in size
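WRN at 20 nM final was preincubated with compound for 15 min at room temperature; reaction started with 100 nM forked duplex oligonucleotide carrying fluorophore and quencher plus 2 mM ATP (final). Unwinding followed kinetically by red fluorescence (ex 525/em 598 nm).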
SW480 rereplic: inducers of DNA re-replication in SW480 colon cancer cells; SW480 DNA re-replication, Hoechst DNA content imaging, 48 h; Potency, µM (series often up to 46.1 µM), for the others: at the top dose re-replication activation, most hits filed as activators; actives 1.8% (n = 340,000); AID 624297; further: potency means the concentration at half of the fitted maximal effect; % of control where 0% means no effect; nearly all actives have a fitted effect of over 55% in size
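Image-based DNA-content assay: after two days of treatment, nuclei were labelled with the DNA dye Hoechst and imaged, and hits were compounds raising the count of nuclei showing high fluorescence intensity.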
An asterisk follows results filed as active; ? = inconclusive; · = no result given; [ ] = another dose, or the depositor's remark. Unless noted, the call rests on the fitted dose curve; in most records, active means well fitted curve in the direction sought with a large enough effect; inconclusive means small, poorly fitted or top-dose-only effect, or another doubt; inactive means no such curve, though single readings can be large; an effect the other way counts as inactive or inconclusive.

SMILES	KB-V1 cytotox	IL-1B inflam inh	MCF10A rereplic	KB-3-1 cytotox	HT1080NT lethal	ATXN2 expr inh	HT1080 IDH1KD tx	WRN inhibitor	SW480 rereplic
Cc1cc(NC(=O)CCC(=O)N(Cc2ccco2)C(C(=O)NC2CCCCC2)c2ccccc2)no1 (centres undefined)	-10%	-12	?	-1%	1%	-10%	1%	4%	1%
COc1cccc2sc(N(CCCN(C)C)C(=O)COc3ccc(Cl)cc3)nc12	7%	-27	16%	8%	-8%	·	9%	0%	-6%
N#Cc1ccc(C(=O)OCC(=O)NC2CCCC2)cc1	-10%	24	1%	-2%	9%	·	-6%	-6%	-16%
CCOP(=O)(OCC)c1nc(-c2cccc3ccccc23)oc1NCc1ccc(OC)cc1	-17%	-75*	?	3%	?	-1%[11.3 µM]	?	-9%	18µM*
O=C(Nc1ccc2oc(=O)ccc2c1)c1cccnc1	-2%	-1	11%	17%	22%	3%	1%	3%	-2%
O=C(Nc1nccs1)c1ccc(COc2c(F)c(F)cc(F)c2F)o1	-14%	-1	7%	0%	-25%	·	-23%	2%	-19%
N#Cc1c2n(c3c(=O)n(CC(=O)c4ccc([N+](=O)[O-])cc4)cnc13)CCCCC2	?	0	-36%[inhibitor]	15%	3%	5%	13%	2%	-2%
COc1cc(/C=N/Nc2nc3ccccc3[nH]c2=O)ccc1O	-3%	5	0%	21%	7%	-19%[11.3 µM]	19%	-29%[57.1 µM]	?
O=C(c1cc2cc(Cl)ccc2[nH]1)N1CCCCC1	0%	-15	11%	-5%	20%	·	12%	0%	2%
O=C(c1ccc(F)cc1)N1C2CCC1CC(O)(c1ccc(F)cc1)C2 (centres undefined)	1%	2	5%	10%	9%	-8%	-3%	-1%	0%
CCOC(=O)N1CCN(S(=O)(=O)c2ccc(C(=O)Nc3nnc(CSC)o3)cc2)CC1	-1%	22	0%	-1%	-9%	-8%	-14%	-1%	-1%
COc1cc2oc(=O)cc(C)c2c(OC)c1OC	3%	-10	-27%	-2%	3%	6%	6%	9%	13%
CCC1CCCCN1C(=O)COC(=O)c1cncc(Br)c1 (centres undefined)	?	-2	·	-1%	10%	·	5%	-5%	·
COc1ccc(S(=O)(=O)N2CCC(C(=O)Oc3ccc(C)cc3)CC2)cc1OC	20%	14	-2%	2%	7%	32%	14%	-3%	-360%[inhibitor]
CCC(=O)Nc1cccc(C2=NOC3(C2)C[C@@H](C(N)=O)N(C(=O)CC)C3)c1 (some centres undefined)	?	13	-15%	23%	10%	10%	1%	-6%	-4%
COc1ccc(OC)c(NC(=O)CSc2nc(N)c(-c3ccccc3)c(=O)[nH]2)c1	-5%	-1	16%	-27%	-4%	-4%	-1%	-10%	2%[9.22 µM]
CCOc1ccc2nc3c(cc2c1)CN(CCCO)C(=NCCOC)S3	0%	?	?	-10%	-16%	19%	-16%	-14%	0%
CC(=O)c1ccc(NC(=O)CC23CC4CC(C2)CC(n2nnc(C)n2)(C4)C3)cc1	-14%	-12	?	-3%	0%	1%	5%	-5%	-13%
COc1ccc(-c2ccc(CN3C(C)C(=O)N(Cc4cn(Cc5ccco5)nn4)CCS3(=O)=O)cc2)cc1 (centres undefined)	?	6	·	?	-27%	-6%	?	-4%	·
COc1ccc(NC(=O)C2=C(C)NC(=S)NC2c2ccc(O)c(OC)c2)cc1 (centres undefined)	?	19	-13%	0%	13%	5%	22%	1%	-5%
O=C(NC1CCN(Cc2ccccc2)CC1)c1c(F)cccc1F	20%	0	2%	-8%	-3%	-8%	12%	1%	-5%
O=C(Cn1ncc2c1-c1ccccc1OC2)Nc1cccc(Cl)c1	-5%	41	13%	-28%	-5%	?	1%	4%	9%
CC(C)CNC(=O)c1ccccc1NC(=O)CN(c1ccc2c(c1)OCCO2)S(C)(=O)=O	-18%	-3	6%	-7%	10%	7%	24%	-11%	5%
COc1ccc(CCC(=O)NNC(=O)Cn2nc(C)cc2C)cc1	-13%	-3	5%	-7%	21%	-4%	9%	0%	3%
C/C=C/c1ccc(OCCCCN2CC(C)CC(C)C2)c(OC)c1 (centres undefined)	?	-70*	?	?	23µM*	-26%	21µM*	-5%	?
O=C(NCc1ccc2c(c1)OCO2)c1nc(S(=O)(=O)Cc2ccccc2F)ncc1Cl	-11%	-100*	-9%	0%	16µM*	·	?	-18%	11%
CC1CCN(c2ccc3c(c2)S(=O)(=O)c2cccc(C(=O)NC[C@@H]4CCCO4)c2C3=O)CC1	-17%	35	?	2%	-16%	9%	-9%	0%	?
NC(=O)COc1ccc(C(=O)/C=C2/C(=O)Nc3ccccc32)cc1	-5%	-100*	?	-21%	-26%	4%	?	-31%	23µM*
O=C(CCNS(=O)(=O)c1ccc(Br)s1)N1CCN(c2ccccc2)CC1	-5%	-5	-11%	-3%	0%	-13%	-6%	2%	1%
CC(=O)Nc1ccc(NC(=O)COC(=O)c2n[nH]c3ccccc23)cc1	23%	29	1%	3%	6%	·	0%	-7%	0%
C[C@@H]1CN([C@H](C)CO)S(=O)(=O)c2ccc(C#Cc3ccccc3F)cc2O[C@H]1CN(C)C(=O)c1ccc2c(c1)OCO2	?	-74*	·	?	?	?	?	-4%	·
CSc1nc(-c2ccco2)nn1C(=O)Cc1ccccc1	3%	17	-7%	0%	12%	2%	11%	0%	0%
CCOc1ccc(C2CC(c3ccc(OC)c(OC)c3)n3nc(N)nc3N2)cc1 (centres undefined)	-8%	16	0%	-6%	0%	1%	0%	-1%	-5%
O=C(NCc1ccco1)C(=O)N1CCCC1	11%	-8	1%	-5%	15%	1%	11%	-4%	12%
O=C(NCc1n[nH]c(=S)n1-c1ccc(Br)cc1)c1ccc(S(=O)(=O)N2CCCC2)cc1	12%	-2	-3%	5%	5%	11%	7%	1%	-6%
O=C(NCCc1ccccc1)C1CCN(S(=O)(=O)c2cccs2)CC1	?	21	-18%	10%	-4%	4%	22%	-3%	6%
Cc1ccc2c(C)c(C(=O)Nc3c(C)n(C)n(-c4ccccc4)c3=O)oc2c1	0%	-19	-6%	-20%	-14%	-21%	-11%	1%	-9%
COc1ccc(/C=N/OCC(=O)N=Nc2c(O)[nH]c3ccc(Br)cc23)cc1	?	-13	24%	12%	?	-48%	23%	-6%	1%
C=CCN1C(c2ccccc2)=CS/C1=C(/C#N)c1nnc(N2CCOCC2)n1-c1ccccc1	6%	-7	3%	-4%	1%	·	-3%	10%	-67%[inhibitor]
CCC1CCCCN1C(=O)c1sc2ncnc(N(CC)CC)c2c1C (centres undefined)	-4%	32	1%	-6%	-3%	·	6%	7%	-1%
CCSC(=O)NC12CC3CC(CC(C3)C1)C2	-13%	-1	14%	25%	1%	-4%	-5%	-5%	3%
Cc1nc2ncnn2c(C)c1Cc1cccc(C(F)(F)F)c1	-1%	-21	11%	-11%	-4%	-23%	-10%	-3%	-3%
COc1ccccc1C(=O)NC(C)C(c1cccs1)N1CCOCC1 (centres undefined)	4%	-2	-1%	-9%	3%	-4%	5%	-9%	-5%
O=C(Nc1ccc(S(=O)(=O)N2CCCC2)cc1)c1ccc(Cl)nc1	-1%	1	-24%	-5%	-15%	-28%	-11%	-2%	?
O=C(CC[C@H]1O[C@@H](n2ccc(=O)[nH]c2=O)[C@H](O)[C@@H]1O)NC1CCN(Cc2ccccc2)C1 (some centres undefined)	14%	0	·	0%	18%	-5%	19%	-7%	·
COCCCNC(=S)N1CCN(c2nc3ccccc3s2)CC1	15µM*	-11	3%	?	21%	-15%	0%	5%	0%
CCNC(=S)N1C2CCC1CC(NC(=O)Nc1ccc(C(=O)OCC)cc1)C2 (centres undefined)	?	1	0%	5%	-2%	-19%[11.3 µM]	0%	1%	-15%
CCOc1ccccc1NC(=O)CN(C)S(=O)(=O)c1ccc(OC)c(C)c1	?	?	-4%	-8%	4%	-10%	0%	-19%	-4%
CCOC(=O)c1cccc(COC(=O)c2cccc(-c3nnc(-c4ccccc4)o3)c2)c1	-24%	-10	12%	0%	13%	0%	12%	-7%	-6%
CCOC(=O)/C(C(N)=NC(C)C)=C(\O)c1ccccc1	-13%	-3	23%	0%	-2%	4%	7%	10%	-5%

Complete entries, looked up by structure. Values in the order: KB-V1 cytotox	IL-1B inflam inh	MCF10A rereplic	KB-3-1 cytotox	HT1080NT lethal	ATXN2 expr inh	HT1080 IDH1KD tx	WRN inhibitor	SW480 rereplic
O=C(c1ccc(F)cc1)N1C2CCC1CC(O)(c1ccc(F)cc1)C2 (centres undefined) in the list: 1%	2	5%	10%	9%	-8%	-3%	-1%	0%
COc1ccc(/C=N/OCC(=O)N=Nc2c(O)[nH]c3ccc(Br)cc23)cc1 in the list: ?	-13	24%	12%	?	-48%	23%	-6%	1%
O=C(c1cc2cc(Cl)ccc2[nH]1)N1CCCCC1 in the list: 0%	-15	11%	-5%	20%	·	12%	0%	2%

Following part.
SMILES	KB-V1 cytotox	IL-1B inflam inh	MCF10A rereplic	KB-3-1 cytotox	HT1080NT lethal	ATXN2 expr inh	HT1080 IDH1KD tx	WRN inhibitor	SW480 rereplic
COc1ccccc1N1CCN(C(=O)Cc2c(C(=O)O)[nH]c3ccc(Cl)cc23)CC1	-4%	14	11%	-4%	9%	4%	-8%	4%	-11%
CC1(C)N([O-])C2=C(c3ccccc3C2=O)[N+](=O)C1(C)C	7%	49	?	-10%	0%	-15%	-3%	?	-4%
COc1ccc(CNC(=O)c2cccc(NC(=O)CC3SC(N4CCCCC4)=NC3=O)c2)cc1 (centres undefined)	1%	-5	1%	6%	-2%	1%	28%	1%	-3%
Cc1cccc(C)c1NC(=O)CNc1ccccc1	?	0	-3%	12%	-2%	10%	1%	17%	-1%
CCOc1ccccc1NC(=O)Nc1ccc(Br)cn1	-3%	49	0%	-5%	2%	-4%	9%	3%	4%

From PubChem

Random draw from the library; overall some 12% were active at least once.
